EP2 mod – modulates human prostaglandin E2 receptor EP2 signaling. EP2-expressing cells, cAMP HTRF FRET, PGE2 co-stimulation. induction, % at 25 µM. hit rate 0.83% among 260,000. AID 940;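 active means compounds whose cAMP rise, as percent of the full-agonist control response, exceeds 60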;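 further: rat C6 glioma line stably carrying human EP2 under a CMV promoter; the protocol text gives 20 µM as final concentration; 100% = response of wells given 1 µM PGE2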
Target sequence (P43116 whole entry, looked up): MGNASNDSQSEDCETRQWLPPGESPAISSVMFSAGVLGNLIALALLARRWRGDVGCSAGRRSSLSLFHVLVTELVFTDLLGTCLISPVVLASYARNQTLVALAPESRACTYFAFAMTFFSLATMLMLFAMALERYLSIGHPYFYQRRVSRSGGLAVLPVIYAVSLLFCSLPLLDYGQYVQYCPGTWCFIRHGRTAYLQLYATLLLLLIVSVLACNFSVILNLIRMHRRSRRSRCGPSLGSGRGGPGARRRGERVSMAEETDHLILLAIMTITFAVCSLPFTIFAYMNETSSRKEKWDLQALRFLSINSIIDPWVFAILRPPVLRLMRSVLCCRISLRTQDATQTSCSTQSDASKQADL
NPY-Y1 antag – antagonists of human neuropeptide Y receptor Y1; P25929; HEK293-CNG Y1 cells, membrane potential fluorescence; NPY at EC95, then isoproterenol; inhibition, % at 3.6 µM; hit rate 1% among 200,000; AID 1040;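 active means inhibition above the campaign mean inhibition of all tested compounds plus 3 SD, cut at about 20% in these data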;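 further: 0% = DMSO wells given NPY plus isoproterenol and 100% = isoproterenol alone without NPY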
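Material: HEK293 Y1/CNG channel cell line | Also added: NPY (25 nM), isoproterenol (1 µM), Ro 20-1724 (25 µM) | Compound: One concentration, 3.6 µM, in 0.4% DMSO | Schedule: 3 h dye uptake, 1 h room-temperature compound, 45 min post-isoproterenol | Signal: Membrane-potential fluorescent dye readout | Read-out: % inhibition of NPY effect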
S1P4 antag – antagonists of human S1P4 receptor; S1P4-expressing cells, antagonist mode, reporter read-out; hit rate 0.26% among 220,000; AID 1510; O95977; inhibition, % at 4.98 µM; in the data active means inhibition above about 29%;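 further: 0% = wells stimulated with agonist and 100% = vehicle wells without agonist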
TRPML3 agonist – agonists of human TRPML3 channel; activation, % at 3 µM; hit rate 0.29% among 220,000; AID 1448; Q8TDD5; HEK293 TRPML3-YFP, Fluo-8 calcium fluorescence; 100% = the carbachol control signal;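 active means activation above its plate's cutoff, the mean activation of the plate's test wells plus 3 SD, cut at about 12% in these data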;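 further: 0% = DMSO only wells and 100% = carbachol wells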
Target sequence (Q8TDD5 whole entry, looked up): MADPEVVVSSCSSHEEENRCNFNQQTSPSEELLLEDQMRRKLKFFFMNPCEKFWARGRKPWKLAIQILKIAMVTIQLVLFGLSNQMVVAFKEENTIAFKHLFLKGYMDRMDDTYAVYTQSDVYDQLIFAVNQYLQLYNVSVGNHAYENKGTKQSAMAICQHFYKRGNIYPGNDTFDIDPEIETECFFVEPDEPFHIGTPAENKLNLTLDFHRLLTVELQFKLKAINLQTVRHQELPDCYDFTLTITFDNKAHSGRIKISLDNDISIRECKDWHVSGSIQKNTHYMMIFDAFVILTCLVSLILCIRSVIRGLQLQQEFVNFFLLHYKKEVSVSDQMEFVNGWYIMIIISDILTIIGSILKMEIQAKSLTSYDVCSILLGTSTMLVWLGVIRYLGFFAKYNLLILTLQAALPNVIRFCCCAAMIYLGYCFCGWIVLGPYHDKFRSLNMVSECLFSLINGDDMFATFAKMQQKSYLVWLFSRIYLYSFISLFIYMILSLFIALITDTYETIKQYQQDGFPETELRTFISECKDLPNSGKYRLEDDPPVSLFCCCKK
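Test system: HEK293 cells stably carrying human TRPML3-YFP; Doses: single dose, 3 µM final nominal compound, 0.3% DMSO final; Schedule: dye loading 1 h 37 °C then 30 min ambient, 125 s read; Technique: Fluo-8 calcium fluorescence; Benchmarks: high control carbachol 87 µM, low control DMSO.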
NPY1 pot ag – potentiators or agonists of human neuropeptide Y receptor Y1; P25929; NPY-Y1 expressing cells, potentiator/agonist activation; activation, % at 3.6 µM; hit rate 0.37% among 220,000; in the data active means activation above about 33%, passing the limit was not always enough;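 further: cells stimulated with NPY at EC10 then isoproterenol at EC100; 0% = low agonist plus stimulus and 100% = saturating agonist plus stimulus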
S1P4 agonist – activates the human S1P4 receptor; O95977; S1P4-expressing cell line, agonist reporter assay; AID 1509; activation, % at 4.98 µM; hit rate 0.35% among 220,000; in the data active means activation above about 11%;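 further: 0% = DMSO vehicle and 100% = reference agonist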
CHOP inh – blocks CHOP induction under ER stress; AID 2732; CHO-K1 CHOP-promoter luciferase, tunicamycin-induced, 15-18 h; hit rate 3.8% among 220,000; inhibition, % at 10 µM;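 active means compounds that reduced the stress-induced luciferase reporter signal by more than about 70% of percent inhibition, limit read from the data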;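 further: 0% = tunicamycin plus vehicle and 100% = wells without tunicamycin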
NPY2 pot ag – potentiators or agonists of human neuropeptide Y receptor Y2; AID 1359; P49146; hit rate 0.45% among 220,000; activation, % at 3.6 µM; cells expressing NPY-Y2, potentiator/agonist read-out; in the data active means activation above about 27%;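 further: cells stimulated with NPY near EC25 plus isoproterenol at EC100; 0% = vehicle plus submaximal agonist and 100% = vehicle plus saturating agonist; some results beyond the cut were filed as inactive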
TRPN1 ag – agonists of zebrafish TRPN1 channel; HEK293 zebrafish TRPN1-YFP, Fluo-8 calcium fluorescence; 100% = response to 87 µM carbachol; activation, % at 3 µM; hit rate 0.18% among 220,000;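 active means activation above its plate's cutoff, the mean activation of test wells on that plate plus 3 SD, cut at about 19% in these data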;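 further: 0% = DMSO alone and 100% = 87 µM carbachol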
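Material: zebrafish TRPN1-YFP in HEK293 cells. Doses: one dose of 3 µM, 0.3% DMSO. Incubation: dye 1 h 37 °C plus 30 min RT. Measured by: intracellular calcium fluorescence with Fluo-8.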
* hit, by the source's call; . = not tested or not shown; & = joins results of further samples.

Screens in order: NPY1 pot ag | NPY-Y1 antag | TRPML3 agonist | S1P4 agonist | S1P4 antag | TRPN1 ag | EP2 mod | NPY2 pot ag | CHOP inh
> COc1ccc(C(=O)NC(Cc2ccccc2)c2ccc3c(c2)OCCCO3)cc1 (configuration not stated)
 : -18.9 | 5.8 | 0.2 | 1.2 | 7.7 | -0.4 | -2.2 | -14.0 | 9.9
> CCc1ccc(C2CC(c3cccc(Cl)c3)n3nc(N)nc3N2)cc1 (configuration not stated)
 : 5.0 | 2.2 | 0.9 | -1.9 | 9.0 | -0.2 | -16.3 | -1.5 | 56.7
> CC(CC(=O)O)CC(=O)Nc1ccc(Br)cc1 (configuration not stated)
 : -3.5 | . | 0.5 | -0.9 | -5.9 | 0.5 | 5.2 | -26.2 | 10.1
> COC(=O)c1cc(C)sc1NC(=O)CCCC(=O)O
 : -25.1 | 3.8 | 0.0 | 0.7 | -3.4 | 0.1 | 24.6 | -5.2 | 38.5
> C/C(=N\Nc1nc(N)cc(Cl)n1)c1ccc(Cl)c(Cl)c1
 : 14.0 | -5.0 | 0.9 | 3.1 | -19.1 | -0.1 | -105.6 | -0.7 | -0.8
> O=S(=O)(NCCc1cn2ccccc2n1)c1ccc2c(c1)CCCC2
 : 2.5 | 7.5 | 0.0 | 1.5 | -5.3 | 0.1 | -6.2 | 0.0 | 0.7
> Cc1cc(C)n2nc(CC(=O)NCc3ccccc3Cl)nc2n1
 : 7.0 | 4.3 | 0.7 | 1.4 | 4.1 | 1.6 | 16.1 | 3.0 | -2.9
> CC1C[C@@]2(NC(=O)NC2=O)C(C)CN1C (some centres not stated)
 : -43.7 | -1.4 | -0.7 | 0.3 | -18.4 | -1.1 | 0.9 | -15.6 | -24.1
> O=[N+]([O-])c1cccc2ncccc12
 : -9.3 | . | -0.3 | -2.1 | -1.0 | 0.9 | -15.3 | -25.1 | 15.2
> O=C(Oc1ccnc2cc(Cl)ccc12)N1CCOCC1
 : 2.0 | -5.9 | -0.6 | 1.8 | 3.3 | 1.4 | 7.4 | 4.3 | 33.5
> Cc1cccc(Cc2nnc(CCC(=O)NCc3cnc4ccccn34)o2)c1
 : -6.8 | 8.5 | 0.8 | -1.5 | -5.6 | 0.7 | -11.6 | -25.9 | -12.7
> CNc1nc(Cl)nc(Nc2ccccc2)n1
 : -18.6 | 0.6 | 0.6 | 0.1 | -1.4 | 0.0 | -11.7 | -12.1 | -8.8
> CCn1c(=O)n(CC)c2cc(S(=O)(=O)Nc3c(C)cccc3C)ccc21
 : 18.5 | -4.0 | -0.4 | -0.3 | -13.0 | 1.3 | 10.0 | -8.0 | -16.9
> COc1ccc(-c2c(C#N)c(N)nc3c2CCc2ccccc2-3)cc1OC
 : -1.6 | 3.2 | -0.2 | 13.6* | -13.2 | -0.8 | 5.2 | 17.6 | 45.1
> Cc1cccc(OCC(O)CN2CCN(C3CCCCC3)CC2)c1 (configuration not stated)
 : -14.8 | 6.3 | 0.8 | 0.5 | -21.4 | 1.1 | 4.7 | -2.0 | 4.8
> Cc1ccc(S(=O)(=O)CCc2nc3ccccc3s2)cc1
 : -35.7 | 7.8 | 0.3 | 1.1 | -13.0 | -1.2 | -97.4&-29.0 | -16.5 | 12.8
> COc1ccccc1Oc1ccc(-c2cnc3ccccc3n2)cc1[N+](=O)[O-]
 : 46.6* | 3.1 | 1.0 | 3.9 | -3.9 | 1.0 | -73.1 | 18.8 | 16.4
> C=CCNCCCCOc1ccc(C)cc1[N+](=O)[O-]
 : -3.1 | -2.4 | 0.9 | 1.1 | -8.0 | 0.8 | 30.3 | 1.7 | 43.9
> Cn1nc(C(=O)N2CCc3ccccc3C2)c2ccccc2c1=O
 : -14.4 | 5.0 | 0.4 | -2.2 | -7.6 | 0.4 | 2.3 | 12.4 | 0.3
> CC(C)(C)OC(=O)N[C@@H](Cc1ccccc1)C(=O)NCC1CCC(C(=O)O)CC1 (some centres not stated)
 : 12.5 | . | 1.0 | 1.3 | -9.1 | 2.0 | 4.9 | 0.8 | 24.9
> CC1(C)Cc2nc3oc4c(N(CCO)Cc5ccccc5)ncnc4c3cc2CO1
 : 14.8 | 0.5 | 1.0 | -0.9 | -2.6 | 4.8 | -6.3 | 10.6 | 5.8
> Cc1cccnc1NC(=O)CSc1nnc(Cc2ccccc2)o1
 : -19.4 | -0.1 | 0.4 | 2.4 | -8.9 | 1.1 | 2.6 | 0.1 | -7.0
> CCCCNC(=O)CN1C(=O)C(CC)Oc2ccc(Cl)cc21 (configuration not stated)
 : -28.3 | 17.1 | 0.1 | 0.9 | 7.5 | -0.7 | -25.9 | -22.9 | 7.1
> COc1ccc2nc(N3CCOCC3)cc(C)c2c1
 : 15.3 | 0.4 | 0.3 | 1.3 | -3.2 | -1.4 | 12.5 | -6.0 | 3.6
> CCOC(=O)CN(C(=O)CN1CCC(n2nnc3cc(C)ccc32)CC1)c1ccccc1
 : -17.7 | -4.2 | 0.2 | -3.8 | -8.9 | -1.4 | 16.8&13.3 | -7.9 | 0.9
> Nc1nc(SCCN2C(=O)c3ccccc3C2=O)n[nH]1
 : -7.1 | -5.8 | 0.1 | -4.4 | 9.9 | -0.4 | -3.5 | 0.9 | 13.4
> O=C(NCCSCc1c(F)cccc1Cl)c1ccco1
 : 12.8 | 3.6 | -1.8 | -0.9 | 9.8 | -1.3 | -28.1&-21.9 | -8.8 | -20.6
> Cc1cc(F)c(F)c(C(=O)N2CCOCC2)c1Cl
 : -4.2 | -1.7 | -0.2 | -1.8 | -22.8 | 0.1 | 25.4 | -3.7 | 19.9
> C/C(CC(=O)N1CCN(C=O)CC1)=N\NC(=O)c1cccc([N+](=O)[O-])c1
 : 5.7 | 2.3 | 0.1 | -1.0 | -9.9 | 0.0 | 6.9 | -1.7 | 16.3
> C=CCn1c(Sc2nc(C)cs2)nc2c1c(=O)[nH]c(=O)n2C
 : 14.6 | -1.9 | 0.2 | -1.0 | -13.4 | 0.3 | 4.2 | -8.8 | -4.2

Only NPY-Y1 antag and CHOP inh, for some of the entries so far:
compound,NPY-Y1 antag,CHOP inh
O=[N+]([O-])c1cccc2ncccc12,.,15.2
CCn1c(=O)n(CC)c2cc(S(=O)(=O)Nc3c(C)cccc3C)ccc21,-4.0,-16.9
Cn1nc(C(=O)N2CCc3ccccc3C2)c2ccccc2c1=O,5.0,0.3

Sorted by value in CHOP inh (ascending): three of the compounds above
SMILES | NPY1 pot ag | NPY-Y1 antag | TRPML3 agonist | S1P4 agonist | S1P4 antag | EP2 mod | NPY2 pot ag | CHOP inh
Cn1nc(C(=O)N2CCc3ccccc3C2)c2ccccc2c1=O | -14.4 | 5.0 | 0.4 | -2.2 | -7.6 | 2.3 | 12.4 | 0.3
Cc1cc(F)c(F)c(C(=O)N2CCOCC2)c1Cl | -4.2 | -1.7 | -0.2 | -1.8 | -22.8 | 25.4 | -3.7 | 19.9
CC(C)(C)OC(=O)N[C@@H](Cc1ccccc1)C(=O)NCC1CCC(C(=O)O)CC1 (some centres not stated) | 12.5 | . | 1.0 | 1.3 | -9.1 | 4.9 | 0.8 | 24.9

Next structures follow.
Screens in order: NPY1 pot ag | NPY-Y1 antag | TRPML3 agonist | S1P4 agonist | S1P4 antag | TRPN1 ag | EP2 mod | NPY2 pot ag | CHOP inh
> COc1cccc(-n2c(N)c(-c3nc4ccccc4[nH]3)sc2=S)c1
 : -3.6 | -2.9 | -0.4 | 0.8 | 5.2 | -1.5 | -82.7 | 16.8 | -9.8
> CN(C)c1ccc(CNC2CC(C)(C)NC(C)(C)C2)cc1
 : -2.5 | 4.2 | 1.7 | -0.7 | -34.8 | 0.7 | -17.3 | 1.6 | 26.3
> Cc1ccc(COc2coc(CO)cc2=O)cc1
 : 0.6 | 2.2 | 0.4 | 0.7 | -4.5 | 1.6 | 15.9 | 3.4 | -5.8
> COc1ccc(/C=C/C(=O)NC(=S)Nc2ccccc2C(=O)NC2CCCCC2)cc1
 : 1.2 | 0.0 | -0.7 | -2.1 | -12.2 | 0.1 | 5.6 | 0.5 | 90.0*
> O=C(O)CC(NC(=O)C12CC3CC(CC(C3)C1)C2)c1ccc(OC2CCCC2)cc1 (configuration not stated)
 : -8.9 | 5.2 | 1.1 | 1.2 | -9.2 | -0.3 | 43.1 | -9.7 | -2.2
> COc1ccc(OC)c(NC(=O)[C@@H]2CCCN2C(=O)c2cccs2)c1
 : -10.6 | 2.6 | 0.2 | 1.4 | 2.1 | -0.6 | 14.5 | -5.9 | 6.1
> Cc1ccc(OCc2nnc(N)s2)cc1C
 : 5.4 | . | 0.9 | 0.1 | 15.7 | 1.1 | -24.8 | 5.8 | -14.2
> CCOC(=O)c1nnc(-c2ccc(C)cc2)nc1Oc1ccc(Cl)cc1Cl
 : 5.9 | -6.5 | 0.6 | -1.4 | -30.4 | 0.6 | -1.5 | -9.8 | 65.3
> COc1ccc(NC(=O)C(c2ccccc2)N(C)C(=O)c2ccc(=O)[nH]c2)cc1 (configuration not stated)
 : 4.3 | -4.4 | 0.6 | -0.1 | -15.2 | 0.1 | 6.7 | 9.3 | 18.5
> C(/C=C/c1ccccc1)=N/N1CCN(c2ccccc2)CC1
 : -1.2 | 2.3 | 0.2 | -1.3 | -10.7 | 1.4 | -0.1 | -6.2 | 19.6
> NC(=O)C1(N2CCCCC2)CCN(Cc2ccc(Br)cc2)CC1
 : 26.1 | . | 1.0 | 0.2 | -1.9 | 1.2 | -14.6 | -4.0 | 5.4
> c1ccc(OCc2nnnn2-c2ccccc2)cc1
 : -6.2 | 0.4 | -0.3 | -0.3 | -19.8 | 0.6 | 7.3 | 2.8 | 2.5
> Cc1ccc(Cn2nc(C)c(NC(=O)c3cc(C)no3)c2C)cc1
 : 13.5 | -0.6 | -0.1 | 1.4 | -6.4 | 2.4 | -12.2 | -6.1 | 22.9
> CCc1cc2c(=O)c(-c3nc4ccccc4n3C)coc2c(CN2CCN(C)CC2)c1O
 : -12.1 | 7.2 | 0.7 | -4.3 | -4.1 | -0.2 | 13.6 | -7.9 | 36.3
> CCO[C@H]1OC(C(=O)N2CCOCC2)=C[C@@H](c2ccc(C(F)(F)F)cc2)[C@@H]1CCCO
 : 8.4 | 2.0 | 0.5 | -0.2 | -6.5 | -0.2 | 5.0 | -9.4 | 8.4
